# Source: PubChem BioAssay (Sanford-Burnham Center for Chemical Genomics)
# SKN-1 inh = C. elegans SKN-1 inhibition. 0.49% of 360,000 active. C. elegans VP596 Pgst-4::GFP/RFP ratio, acrylamide-induced, 24 h. inhibition, % at 21.8 µM;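 active means interference check ratio from 0.5 to 1.5 plus GFP to RFP signal ratio inhibition reaching or exceeding a fixed threshold, cut at about 30% in these data, passing the limit was not always enough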; further: some compounds called inactive have numbers as strong as hits
# STEP inh = blocks human striatal-enriched tyrosine phosphatase; P54829; recombinant STEP, OMFP fluorogenic substrate, fluorescence; inhibition, % at 20 µM; 0.25% of 360,000 active; AID 588621;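 active means inhibition at 20 µM, scaled per plate between control wells, above about 37%, limit read from the data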;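 further: 0% = DMSO with enzyme and substrate and 100% = substrate only without enzyme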
#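 Assay system: isolated STEP enzyme / Timing: 20 min at room temperature, dark / Doses: 20 µM, 1% DMSO / Technique: fluorescence intensity, excitation 480 nm, emission 540 nm / Reagent: fluorogenic phosphatase substrate OMFP at 25 µM final / Measure: percent inhibition scaled to no-enzyme and uninhibited-enzyme controls, plate-pattern corrected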
# NadD inh = inhibitors of Staphylococcus aureus NadD; purified NadD enzyme, colorimetric absorbance read-out; inhibition, % at 20 µM; 0.78% of 360,000 active; in the data active means inhibition above about 26%; further: some compounds past the cut are filed as inactive
# Scp1 inh = blocks human Scp-1 phosphatase activity | Q9GZU7 | Recombinant Scp1, phosphopeptide, malachite green phosphate absorbance | inhibition, % at 20 µM | 0.88% of 340,000 active | AID 493091;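 active means inhibition above about 50% at 20 µM, limit read from the data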;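 further: plate controls were DMSO wells with enzyme for no effect and wells lacking enzyme for full effect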
# Target sequence (Q9GZU7 76-261 limits assumed): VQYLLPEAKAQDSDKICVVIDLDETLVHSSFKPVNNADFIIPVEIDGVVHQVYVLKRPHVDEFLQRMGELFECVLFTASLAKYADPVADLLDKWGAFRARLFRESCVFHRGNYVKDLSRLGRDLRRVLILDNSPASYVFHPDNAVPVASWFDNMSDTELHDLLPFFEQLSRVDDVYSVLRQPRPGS
#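 System: truncated SCP-1 phosphatase (76-261aa); medium: Tris acetate buffer pH 5.5 with MgCl2 and Tween-20; incubation: 45 min room-temperature reaction, 5 min colour, 30 min stabiliser; compound: single 20 µM dose, 1% DMSO; reagent: Phosphorylated 17-residue peptide substrate; read-out: % inhibition at 20 µM; technique: colorimetric free-phosphate detection, absorbance 630 nm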
# MT1-MMP act inh = blocks activation of human MT1-MMP; AID 651647; GFP/RFP ratio change, % at 20 µM; HT1080 RFP-PRO-GFP cells, GFP/RFP ratio fluorescence, overnight; percent of plate control window, DMSO zero; 0.061% of 360,000 active; P50281;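 active means GFP/RFP ratio change of at least 30% with cell ATP level not reduced by more than half and red fluorescence within 50% of control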; further: strong numbers were not always called active
#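 Material – HT1080 RFP-PRO-GFP cells · Control set – DMSO wells and RFP-L50D-GFP cells · Incubation – overnight cell settling, then overnight compound exposure, 37 °C, 5% CO2 · Compound dosing – single-point 20 µM compound, 1% DMSO · Read-out – GFP/RFP fluorescence ratio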
# SUMO1 PPI mod = modulators of human SUMO1-mediated protein-protein interactions; SUMO1 binding to a labelled peptide, TR-FRET, 1 h; inhibition, % at 20 µM; P63165; 0.33% of 360,000 active; AID 602429; in the data active means inhibition above about 37%
# CendR NRP1 mod = modulators of CendR peptide binding to human neuropilin-1; AID 602438; 0.85% of 360,000 active; inhibition, % at 25 µM; FAM-RPARPAR peptide binding to NRP-1, fluorescence polarization; O14786;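 active means inhibition or corrected inhibition above about 18%, plus a signal ratio from 0.5 to 1.5, limit read from the data, passing the limit was not always enough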; further: strong numbers were not always called active
# Target sequence (O14786 whole entry, looked up): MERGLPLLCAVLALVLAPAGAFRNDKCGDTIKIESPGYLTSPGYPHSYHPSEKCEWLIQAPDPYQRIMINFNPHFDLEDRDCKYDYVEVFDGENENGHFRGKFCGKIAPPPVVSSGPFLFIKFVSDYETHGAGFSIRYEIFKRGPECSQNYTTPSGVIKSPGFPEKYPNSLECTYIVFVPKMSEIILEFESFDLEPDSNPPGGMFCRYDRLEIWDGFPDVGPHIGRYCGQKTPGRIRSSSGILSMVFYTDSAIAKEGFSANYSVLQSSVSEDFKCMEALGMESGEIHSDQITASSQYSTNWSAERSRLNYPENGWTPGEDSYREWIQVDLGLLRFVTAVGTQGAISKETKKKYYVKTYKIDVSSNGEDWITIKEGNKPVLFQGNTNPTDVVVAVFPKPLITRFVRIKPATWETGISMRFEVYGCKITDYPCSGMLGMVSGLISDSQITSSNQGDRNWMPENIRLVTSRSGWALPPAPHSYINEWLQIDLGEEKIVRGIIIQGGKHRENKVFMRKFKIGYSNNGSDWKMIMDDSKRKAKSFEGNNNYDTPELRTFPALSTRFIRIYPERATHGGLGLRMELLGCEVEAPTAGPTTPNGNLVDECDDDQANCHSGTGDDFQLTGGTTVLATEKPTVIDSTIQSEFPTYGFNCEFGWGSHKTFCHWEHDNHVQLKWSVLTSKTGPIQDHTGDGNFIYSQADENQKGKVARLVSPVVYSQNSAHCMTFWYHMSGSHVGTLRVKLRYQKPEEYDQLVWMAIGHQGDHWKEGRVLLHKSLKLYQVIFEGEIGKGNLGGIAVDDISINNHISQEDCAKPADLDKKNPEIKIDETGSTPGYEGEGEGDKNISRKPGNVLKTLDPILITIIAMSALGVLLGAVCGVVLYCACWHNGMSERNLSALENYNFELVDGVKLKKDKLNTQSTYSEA
# DNMT1 block = blocks human DNA methyltransferase DNMT1 | P26358 | DNMT1 molecular beacon, Hinp1I cleavage, fluorescence | inhibition (reported as % activation of signal), % at 10 µM | 0.83% of 360,000 active; in the data active means inhibition above about 50%
# LMPTP inh = blocks human LMPTP phosphatase | P24666 | recombinant LMPTP-A, OMFP fluorogenic substrate, fluorescence intensity | inhibition, % at 20 µM | 0.22% of 360,000 active | AID 651560;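 active means compounds that cut the enzyme signal by at least half of the control window in the single-dose screen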;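 further: plate controls were DMSO wells with enzyme plus substrate for no effect and substrate without enzyme for full effect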
#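 Assay system: LMPTP-A phosphatase enzyme | Input: 0.625 nM enzyme | Also added: Fluorogenic phosphatase substrate OMFP at 400 µM final | Compound dosing: One test concentration per compound, 20 µM, with 3% DMSO overall | Schedule: 50 min enzyme reaction at room temperature, protected from light | Signal: Fluorescence intensity | Benchmarks: no-enzyme and uninhibited controls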
# Rpn11 inh = inhibitors of human proteasome Rpn11 | O00487 | human 26S proteasome, Ub4-pepOG fluorescence polarization; 20S core pre-blocked with epoxomicin | calls only at 20 µM | 0.59% of 360,000 active | AID 588493;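 active means inhibition at 20 µM, scaled to each plate's controls, above about 33%, limit read from the data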
# * marks the source's active call; other numbers are inactive results; i = inactive; x = no result given; + = active, no number.
No.	smiles	SKN-1 inh	STEP inh	NadD inh	Scp1 inh	MT1-MMP act inh	SUMO1 PPI mod	CendR NRP1 mod	DNMT1 block	LMPTP inh	Rpn11 inh
1	O=S(=O)([N-]c1nc2ccccc2nc1-[n+]1ccccc1)c1ccccc1	-11	2	-2	-4	6	-26	-3	5	-0.8	i
2	COc1ccccc1N1CCN(C(c2ccc(Cl)cc2)c2nnnn2C(C)(C)C)CC1 (configuration not stated)	12	-2	-5	-4	1	0	7	2	0.1	i
3	O=C(CSc1ccc(-c2ccco2)nn1)N1CCCC1	-3	12	-7	-9	-2	3	9	-1	-0.3	i
4	COc1cccc(NC(=O)CN(C)C(=O)c2oc3c(ccc4ccccc43)c2C)c1	17	2	-7	-11	11	-1	-10	-7	3.9	i
5	O=C(OCCN1CCCCC1)c1ccccc1F	7	2	-4	7	1	2	5	2	-1.2	i
6	O=C(C1CCCN(S(=O)(=O)c2ccc(Cl)cc2)C1)N1CCCC1 (configuration not stated)	-2	-2	1	-2	-4	2	0	2	-0.9	i
7	Cc1ccc(C(=O)NCc2ccco2)o1	31	12	-4	26	3	1	-12	17	-0.8	i
8	CCNC(=S)NCc1ccc(Cl)cc1	-12	-23	0	0	-1	2	-8	1	-0.2	i
9	COc1ccc2nc(C)cc(NCCN3CCOCC3)c2c1	-3	-1	-2	-3	-1	0	2	6	0.9	i
10	CCc1c(O)nc(SCc2nc3ccccc3c(=O)[nH]2)[nH]c1=O	5	0	7	-5	-5	6	-1	2	-1.6	i
11	CC(C)c1ccc(C(=O)NC(=S)Nc2ccc3[nH]c(=O)[nH]c3c2)cc1	-17	-4	-7	-5	-3	3	4	0	1.1	i
12	COc1cc(C2C3C(=O)N(Cc4ccccc4)C(=O)C3ON2c2ccccc2)cc(OC)c1OC (configuration not stated)	18	1	-2	-3	-3	-2	0	-6	2.2	i
13	Cc1cc(C)n(C2CCCCC2OC(=O)c2ccccc2F)n1 (configuration not stated)	6	0	1	-8	-4	2	11	0	-1.2	i
14	CCN(CC)S(=O)(=O)c1ccc(C(=O)Nn2cnnc2)cc1	13	-3	0	-2	4	5	-124	2	0.2	i
15	Cc1ccc(N(CC(=O)NCc2ccccc2Cl)S(=O)(=O)c2cccs2)cc1	-4	-1	0	-12	-9	-3	-12	-8	1.6	i
16	COc1ccc(C)cc1NC(=O)c1ccc(NS(=O)(=O)c2cccc3cccnc23)cc1	-7	1	13	-5	3	4	6	-4	3.3	i
17	COCCN(Cc1cc2cc(C)ccc2n2nnnc12)C(=S)Nc1ccc(OC)cc1	-5	5	-8	-8	3	2	3	10	0.4	i
18	Cc1cc(C)c(NC(=O)C(C)c2cccc(C(=O)c3ccccc3)c2)c(C)c1 (configuration not stated)	3	0	3	-2	-2	2	-2	-4	-0.7	i
19	Cn1cccc1Cc1nnc(SCC(=O)Nc2cccc(Cl)c2)n1-c1ccc(F)cc1	12	0	7	-4	3	2	13	-1	1.0	i
20	COc1ccccc1NC(=O)Cn1cc(C(=O)C2CC2)c2ccccc21	3	0	-5	-11	-1	-3	-1	2	0.2	i

# Full records from above. Order of screens: SKN-1 inh	STEP inh	NadD inh	Scp1 inh	MT1-MMP act inh	SUMO1 PPI mod	CendR NRP1 mod	DNMT1 block	LMPTP inh	Rpn11 inh
# Listed for COc1ccc2nc(C)cc(NCCN3CCOCC3)c2c1 : -3	-1	-2	-3	-1	0	2	6	0.9	i
# Listed for COc1cc(C2C3C(=O)N(Cc4ccccc4)C(=O)C3ON2c2ccccc2)cc(OC)c1OC (configuration not stated) : 18	1	-2	-3	-3	-2	0	-6	2.2	i
# Listed for Cn1cccc1Cc1nnc(SCC(=O)Nc2cccc(Cl)c2)n1-c1ccc(F)cc1 : 12	0	7	-4	3	2	13	-1	1.0	i

# Additional compounds.
No.	smiles	SKN-1 inh	STEP inh	NadD inh	Scp1 inh	MT1-MMP act inh	SUMO1 PPI mod	CendR NRP1 mod	DNMT1 block	LMPTP inh	Rpn11 inh
21	Cn1c2ccccc2c(=O)c2c(=O)n(C3CCCCC3)c(-c3ccco3)nc21	5	1	9	8	-40	11	1	10	2.1	i
22	Oc1cccc(C2c3[nH]c4ccccc4c3CCN2Cc2cnn(-c3ccccc3)c2)c1 (configuration not stated)	1	-6	11	-2	-1	-4	4	-8	3.7	i
23	O=c1ncn(-c2cccc(F)c2)c2ncccc12	7	-1	6	5	-1	-2	2	0	-1.5	i
24	CCN(CC)S(=O)(=O)c1cccc(C(=O)N[C@H](C(=O)O)C(C)C)c1	-19	-3	-5	-3	3	-3	-2	1	-0.3	i
25	COc1ccccc1C(=O)NC1CCCc2ccccc21 (configuration not stated)	-13	0	-3	1	0	-1	-3	1	0.7	i
26	N#Cc1cc2cc3c(cc2nc1SCC(=O)N1CCOCC1)OCO3	23	0	-2	-2	-2	1	-1	0	-0.5	i
27	O=C(O)c1cc2c([nH]c1=O)CCCC2	7	-3	-4	-5	-2	-2	-6	-3	-0.1	i
28	O=c1c2ccccc2sn1-c1ccc(F)cc1	16	2	9	81*	-5	3	5	1	-2.2	i
29	O=C1Nc2ccccc2Oc2cc([N+](=O)[O-])ccc21	-2	-3	-4	6	-20	-12	-30	-10	1.7	i
30	CCOC(=O)CSc1ncc(OC)c(Sc2ccc(Cl)cc2)n1	11	1	-3	-8	-4	-2	2	-2	1.9	i
31	COc1ccc(-c2csc(C(C)(NC(C)=O)c3ccccc3)n2)cn1 (configuration not stated)	-3	-1	0	x	2	-1	-1	0	-0.3	i
32	Cn1c(=O)c(=O)n(C)c2cc(S(=O)(=O)CCC(=O)N3CCCCC3)ccc21	-2	0	8	46	0	-2	2	1	-0.5	i
33	COC(=O)c1c(NC(=O)c2ccco2)sc(C)c1C	13	5	-7	-8	-3	1	-7	5	3.9	i
34	Cc1ccc(S(=O)(=O)NNc2ccccc2)cc1	-11	-2	5	7	5	-3	0	-3	0.1	i
35	CC(C)NC(=O)Nc1cccc2c1O[C@@H](CN(C)S(=O)(=O)c1ccc(F)cc1)[C@@H](C)CN([C@H](C)CO)C2=O	3	1	3	0	3	8	8	5	-1.7	i
36	COc1ccc([C@H]2N[C@]3(CCCN(Cc4ccccc4)C3=O)[C@H]3C(=O)N(Cc4ccccc4)C(=O)[C@@H]23)cc1	3	0	1	x	0	1	2	-5	-3.0	i
37	CCc1nc2ccc(C(=O)N3CCCC(C(N)=O)C3)cn2c1N(C=O)CC (configuration not stated)	11	-3	1	x	2	3	5	-1	-0.7	i
38	COc1ccc(C(C(=O)Nc2ccc3c(c2)OCCO3)n2c(=O)c(-c3ccco3)nc3ccccc32)cc1 (configuration not stated)	-10	x	x	x	-7	-6	-20	x	0.8	x
39	COc1cccc(CNC(=O)CCl)c1	6	-4	-8	-9	1	1	0	3	-1.6	i
40	Cc1ccccc1OCC(=O)N1N=C(C(F)(F)F)CC1(O)C(C)(C)C (configuration not stated)	29	0	-6	-4	6	3	0	-1	3.4	+
41	C=CCn1c(=O)c2c(nc3n2CCCN3CCc2ccccc2)n(C)c1=O	10	1	0	-5	-1	4	-10	-1	-0.2	i
42	Cc1nnc(-c2cccc(Br)c2)c2cn(-c3ccccc3Cl)nc12	19	1	9	6	-6	-3	-63	42	1.3	+
43	Cc1cccc2cc(CN(Cc3cccs3)C(c3nnnn3C3CCCC3)C(C)C)c(=O)[nH]c12 (configuration not stated)	-1	3	4	-7	0	1	-10	1	0.0	i
44	CC(O)CCc1nc2ccc(C(=O)O)cc2[nH]1 (configuration not stated)	-21	-3	6	16	2	0	3	0	-2.5	i
45	Cc1ccsc1C(=O)Nc1ccc(OCc2ccccc2)cc1	-4	0	-6	-2	6	2	9	-2	2.1	i
46	CN(C)c1ccc(-c2ccc3oc(-c4ccsc4)cc(=O)c3c2)cn1	-2	0	5	14	3	18	-19	-11	32	i
47	Cc1ccc(S(=O)(=O)N2CCCC(C(=O)O)C2)s1 (configuration not stated)	10	0	-2	3	-2	3	2	0	-1.3	i
48	CNN/C(N=Cc1ccc([N+](=O)[O-])s1)=N\S(=O)(=O)c1cc(C)c(Cl)cc1SCc1ccccc1	12	-1	24	-22	6	23	-32	18	1.0	i
49	CCN1CCc2c(OCC(=O)N3CCCCC3)cccc2C1=O	22	0	-3	-2	2	2	6	2	-1.4	i
50	CCCCn1c(N)c(N(CC)C(=O)c2c(CC)noc2C)c(=O)[nH]c1=O	15	-3	-4	1	-5	1	13	1	-0.6	i
51	COCCNC(=O)CN1N=C(c2ccc(OC)cc2)CCC1=O	8	-3	-5	-7	2	-3	4	3	0.1	i
52	O=C(CSc1nnc(CN2CCOCC2)n1-c1ccccc1)Nc1ccc(Cl)cc1	5	2	3	-5	4	-2	1	3	-1.0	i
53	COC(=O)c1c(C)oc(C)c1S(=O)(=O)N1CCCCC1	1	-1	-3	8	5	0	-4	1	-2.4	i
54	Cc1nnc(C)n1/N=C/c1cccnc1	16	-3	-5	-3	-1	0	3	7	-2.8	i
55	Cc1cccc(/C=N/NC(=O)C[n+]2ccccc2)c1	1	-4	-2	-9	-1	-3	1	3	-3.2	i
56	O=[n+]1c2c(n([O-])c3ccccc31)CCCC2	-2	-5	-7	-6	0	-8	-1	-4	-0.3	i
57	Cc1ccc(-c2nnc(SCC(=O)N/N=C/c3c(C)nn(-c4ccccc4)c3C)n2-c2ccccc2)cc1	10	-1	12	-2	0	5	2	-18	4.6	i
58	O=C(/C=C/c1ccc2c(c1)OCCCO2)c1ccccc1O	4	-2	-3	-9	-2	-4	3	0	2.8	i
59	COc1cc(/C=C(\C#N)C(=O)c2c(C)[nH]c3ccccc23)cc(OC)c1OC	-8	-4	-6	-18	7	5	-11	15	-0.2	i
60	CN(CC(=O)O)Cc1oc(CO)cc(=O)c1O	14	2	-3	2	1	-4	18	9	0.3	i
61	CCCNC(=O)NC(=O)CSc1ccc2c(c1)OCCO2	-10	-1	-4	-2	2	-3	-14	4	-1.7	i
62	Cn1c(=O)c(=O)n(C)c2cc(N3CCOCC3)c(NS(=O)(=O)c3ccc([N+](=O)[O-])cc3)cc21	9	2	5	-5	3	-20	4	-2	-0.6	i
63	Cc1ccc(S(=O)(=O)N2CCCOC2CNC(=O)C(=O)NCCCn2ccnc2)cc1 (configuration not stated)	-4	0	1	-1	-6	-1	-19	2	-5.6	i
